# RGS4-Gao reg: modulators of RGS4 binding to Galphao, primary screen, biochemical, multiplexed bead flow cytometry; actives lie on both sides; actives 0.33% (n = 220,000); binding response (% of control), % at 10 µM; in the data active means binding response below about 49% or above about 150%; inactive means in between;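 further: fluorescent Galphao activated with aluminum fluoride binding bead-coupled RGS4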
# Bim-Bcl-B: inhibitors of Bim-Bcl-B binding, primary screen, biochemical, multiplexed, human Bcl-2 family; AID 951, 2007; bead-based flow cytometry, Bim peptide-Bcl-B binding; Bcl-2-like protein 10 (Homo sapiens), Q9HD36; actives 0.073% (n = 190,000); inhibition, % at 10 µM;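 further: 0% = tracer peptide without compound and 100% = reference inhibitor peptide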
# Target sequence (Q9HD36 whole entry, looked up): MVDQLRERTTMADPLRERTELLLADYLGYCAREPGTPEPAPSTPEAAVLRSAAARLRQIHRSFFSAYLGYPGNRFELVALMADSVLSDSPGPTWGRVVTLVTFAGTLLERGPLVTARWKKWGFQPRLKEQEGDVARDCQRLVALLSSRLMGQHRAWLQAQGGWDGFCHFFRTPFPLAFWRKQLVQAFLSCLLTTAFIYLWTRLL
# Mcl1-Bid inh: Mcl-1/Bid binding inhibitors, primary screen, biochemical, TR-FRET, 1536-well. actives 0.97% (n = 220,000). TR-FRET Mcl-1/Bid-Dy647 peptide binding. AID 1021, 2008. inhibition, % at 21.7 µM;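 active means compounds that cut the binding signal by more than half at the single screening dose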;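 further: His-tagged Mcl-1 with europium anti-His antibody binding Bid BH3 peptide; 0% = Mcl-1 plus peptide wells and 100% = peptide-only wells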
# Bim-Bcl-XL: inhibitors of Bim-Bcl-XL binding, primary screen, biochemical, multiplexed, bead flow cytometry, human Bcl-XL | Bim peptide-Bcl-XL binding, fluorescence | AID 1007, 2008 | actives 0.04% (n = 190,000) | Bcl-2-like protein 1 (Homo sapiens), Q07817 | inhibition, % at 10 µM
# Target sequence (Q07817 whole entry, looked up): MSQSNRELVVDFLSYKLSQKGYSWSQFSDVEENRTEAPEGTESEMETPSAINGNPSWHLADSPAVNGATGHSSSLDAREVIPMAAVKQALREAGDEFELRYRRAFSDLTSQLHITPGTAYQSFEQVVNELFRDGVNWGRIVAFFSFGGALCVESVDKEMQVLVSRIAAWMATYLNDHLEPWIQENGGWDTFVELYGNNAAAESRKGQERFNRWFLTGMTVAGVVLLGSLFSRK
# Bim-Bfl-1: inhibitors of Bim binding to Bfl-1, primary screen, biochemical, multiplexed, bead-based flow cytometry; Bim-Bfl-1 binding inhibition; inhibition, % at 10 µM; actives 0.12% (n = 190,000);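 further: 0% = wells without compound plus tracer and 100% = blocker peptide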
# Bim-Mcl-1: inhibitors of Bim peptide binding to Mcl-1, primary screen, biochemical, bead-based flow cytometry, multiplex. Induced myeloid leukemia cell differentiation protein Mcl-1 (Homo sapiens), Q07820. Bim peptide-Mcl-1 binding. inhibition, % at 10 µM. actives 0.1% (n = 190,000). AID 1009, 2008;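 further: 0% = no compound tracer wells and 100% = peptide blocker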
# Bcl-2 Bim block: inhibitors of Bim-Bcl-2 binding, primary screen, biochemical, multiplexed, human Bcl-2 family; Apoptosis regulator Bcl-2 (Homo sapiens), P10415; Bead-based flow cytometry, Bim peptide-Bcl-2 binding; inhibition, % at 10 µM; actives 0.06% (n = 190,000); in the data active means inhibition above about 40%; inconclusive means no clear call, values can overlap the other calls;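 further: 0% = no compound wells with probe peptide and 100% = reference peptide inhibitor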
# Target sequence (P10415 whole entry, looked up): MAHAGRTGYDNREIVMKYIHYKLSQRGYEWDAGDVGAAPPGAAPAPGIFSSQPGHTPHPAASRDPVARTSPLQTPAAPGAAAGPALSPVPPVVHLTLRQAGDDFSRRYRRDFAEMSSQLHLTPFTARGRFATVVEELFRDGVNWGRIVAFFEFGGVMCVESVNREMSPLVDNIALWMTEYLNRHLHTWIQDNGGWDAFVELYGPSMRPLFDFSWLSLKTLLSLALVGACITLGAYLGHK
# RGS8-Gao reg: RGS8-Galphao binding modulators, primary screen, biochemical, multiplexed bead flow cytometry; Guanine nucleotide-binding protein G(o) subunit alpha (Homo sapiens), P09471; actives lie on both sides; response (percent of control binding), % at 10 µM; actives 0.34% (n = 220,000); in the data active means response below about 60% or above about 140%; inactive means in between;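 further: Galphao activated as the GDP aluminium fluoride complex binding bead-coupled RGS8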
# RGS7-Gao: RGS7-Galphao binding modulators, primary screen, biochemical, multiplexed bead flow cytometry; Guanine nucleotide-binding protein G(o) subunit alpha (Homo sapiens), P09471; actives lie on both sides; binding response (% of control), % at 10 µM; actives 0.35% (n = 220,000); AID 1439, 2008; in the data active means binding response below about 49% or above about 150%; inconclusive means no clear call, values can overlap the other calls; inactive means in between;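 further: fluorescent Galphao held in activated GDP-AlF4 state binding bead-coupled RGS7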
# Mcl1 Noxa PPI: Mcl-1/Noxa binding inhibitors, primary screen, biochemical, TR-FRET, 1536-well; inhibition, % at 21.7 µM; TR-FRET Mcl-1/Noxa peptide binding, 2 h; Induced myeloid leukemia cell differentiation protein Mcl-1 (Homo sapiens), Q07820; actives 1.5% (n = 220,000);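 active means compounds that cut the protein-peptide binding signal by more than 50% relative to plate controls in a single-dose test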;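 further: His-tagged Mcl-1 with rhodamine Noxa BH3 peptide and terbium anti-His antibody; 0% = Mcl-1 plus Noxa peptide wells and 100% = peptide-only wells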
# Bim-Bcl-W: inhibitors of Bim binding to Bcl-W, primary screen, biochemical, multiplexed, bead-based flow cytometry; Bcl-2-like protein 2 (Homo sapiens), Q92843; Bim peptide-Bcl-W binding; inhibition, % at 10 µM; actives 0.02% (n = 190,000); AID 952, 2007;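 further: 0% = bound tracer without compound and 100% = peptide blocker; higher means less fluorescent Bim peptide bound to Bcl-W beads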
# Target sequence (Q92843 whole entry, looked up): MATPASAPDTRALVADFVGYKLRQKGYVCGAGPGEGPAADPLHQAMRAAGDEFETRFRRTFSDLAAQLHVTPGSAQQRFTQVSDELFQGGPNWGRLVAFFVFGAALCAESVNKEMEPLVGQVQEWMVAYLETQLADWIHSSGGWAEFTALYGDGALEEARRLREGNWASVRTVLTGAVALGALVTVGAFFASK
# Starred values were filed as active, the others as inactive; u = inconclusive; x = not tested or not shown. Unless noted, no stated cut-off is given here; in the data, active means inhibition above about 40%.
# Order of values: Mcl1 Noxa PPI	Bim-Mcl-1	Bim-Bcl-W	RGS7-Gao	Bim-Bcl-XL	RGS4-Gao reg	Mcl1-Bid inh	RGS8-Gao reg	Bim-Bcl-B	Bim-Bfl-1	Bcl-2 Bim block
COc1cc(/C=C/C(=O)OCC(=O)N2CC(=O)Nc3ccccc32)ccc1O
 : 17	x	x	u	x	106	-103	101	x	x	x
COc1cc(S(=O)(=O)Nc2ccccn2)ccc1F
 : 23	-3	-1	93	-2	93	-2	97	-1	0	-3
COCCN1Cc2cccc(C(=O)NCc3ccccn3)c2C1=O
 : -1	-1	-2	111	-4	106	-7	109	-8	-13	-10
COCCCNC(=O)c1ccc2c(=O)n(Cc3ccc4c(c3)OCO4)c(=S)[nH]c2c1
 : 9	-6	-4	100	-7	101	-16	102	-11	-20	-8
Cc1ccc(CCNC(=O)C2CCCN(S(=O)(=O)c3c(C)nn(C)c3C)C2)cc1 (centres undefined)
 : -1	-3	1	105	-4	102	-8	101	-8	-14	-8
CC1(C)CC(=O)c2cnc(NC(=O)CSc3nc4ccccc4o3)nc2C1
 : 14	1	1	103	-2	99	-20	98	-4	0	2
CCOC(=O)N1CCN(Cc2nc3c(c(=O)n(C)c(=O)n3C)n2Cc2cccc(C)c2)CC1
 : 8	0	0	101	0	103	-8	99	-5	-12	-6
CSc1nc(Oc2ccc(F)cc2F)cc(C(F)(F)F)n1
 : -10	0	0	100	-3	99	-15	101	-2	0	-1
CCOCCSc1nc2c(c(=O)[nH]c(=O)n2C)n1CCCc1ccccc1
 : 4	-2	2	99	-1	100	-9	98	-4	-10	1
CCS(=O)(=O)c1ccc(C(=O)Nc2ccccc2)c(Cl)c1Cl
 : 0	-4	-5	103	-5	104	2	102	-3	-2	-5

# (more compounds)
# Order of values: Mcl1 Noxa PPI	Bim-Mcl-1	Bim-Bcl-W	RGS7-Gao	Bim-Bcl-XL	RGS4-Gao reg	Mcl1-Bid inh	RGS8-Gao reg	Bim-Bcl-B	Bim-Bfl-1	Bcl-2 Bim block
Cc1cc(Cl)c(S(=O)(=O)N2CCCCCC2)cc1OCC(=O)NC1CCCCC1
 : -6	0	0	96	0	99	-45	101	-6	-13	-7
COc1ccccc1N1C(=O)N(C(C)=O)C2C1Nc1ccccc1N2C (centres undefined)
 : -7	0	0	97	0	101	-43	100	0	0	2
CCCCNC(=O)Nc1ccon1
 : -8	0	6	97	3	102	-30	101	2	6	1
CSc1ccccc1NC(=O)c1cc(-c2cccs2)on1
 : 23	-1	1	107	2	107	-15	102	0	1	0
COC(=O)NC1CSCC1OC(=O)CN1C(=O)c2ccccc2C1=O (centres undefined)
 : -3	-2	0	101	0	101	-33	100	-5	-9	-4
COn1c(=O)c(=O)n(OC)c2ccccc21
 : -11	0	0	100	0	102	35	103	-1	-6	0
CC(C)c1ccc(NC(=S)NN(c2ccccc2)c2ccccc2)cc1
 : 19	-11	-4	108	-8	104	-45	106	-28	8	-3
COc1ccccc1Oc1coc2c(CN(C)C)c(O)ccc2c1=O
 : 6	1	1	101	-2	100	-22	104	2	2	1
COc1ccc(-n2c(O)c(/C=N/NS(=O)(=O)c3cccc([N+](=O)[O-])c3)c3ccccc3c2=O)cc1OC
 : 14	2	-3	u	-2	90	-13	96	-4	-5	-2
Cc1cc(OCC(=O)C(C)(C)C)c2c(C)c(C)c(=O)oc2c1
 : -19	0	-4	102	-3	101	1	103	0	-2	-3

# (continued)
# Order of values: Mcl1 Noxa PPI	Bim-Mcl-1	Bim-Bcl-W	RGS7-Gao	Bim-Bcl-XL	RGS4-Gao reg	Mcl1-Bid inh	RGS8-Gao reg	Bim-Bcl-B	Bim-Bfl-1	Bcl-2 Bim block
O=c1c2cc(Cl)ccc2nc(-c2ccccc2Cl)n1O
 : 2	3	-1	96	-1	95	88*	97	2	-1	2
Cc1ccc([N+](=O)[O-])c(OCCCN2CCCCCC2)c1
 : 27	0	2	99	1	97	20	98	7	-2	2
O=C(COC(=O)c1cc([N+](=O)[O-])ccc1NCc1ccccc1)NCc1ccccc1Cl
 : 20	-4	-4	98	-6	97	2	88	-5	0	-1
COc1ccc(CNC(=O)CSc2ccc(Br)cc2)cc1OC
 : -2	-6	-1	88	-3	90	-6	90	3	9	2
CC(Oc1cccc(F)c1)C(=O)/C=C\N(C)C (centres undefined)
 : -7	-2	5	106	-4	104	16	105	-5	-14	-8
S=c1[nH]ncn1-c1ccccn1
 : 16	-4	5	102	4	97	-7	98	-27	-1	-4
CC(=O)NC(Cc1ccccc1)C(=O)OCC(=O)c1ccc(Cl)cc1 (centres undefined)
 : 7	-2	-3	100	-4	103	-14	102	-3	0	-1
C=CCn1c(=O)c2ccccc2n2c(SCC(=O)N3CCCc4ccccc43)nnc12
 : -7	0	-3	95	-2	95	-32	100	-4	-4	0
COC(=O)c1cc2c(C)nn(-c3ccccc3)c2s1
 : 0	-2	-4	98	0	101	7	99	0	-3	-2
CCN(CC(=O)NC(C)C)C(=O)[C@H](C)NC(=O)c1ccc(Br)cc1
 : -13	3	2	93	-2	97	-11	101	-2	0	0

# Continuation:
# Order of values: Mcl1 Noxa PPI	Bim-Mcl-1	Bim-Bcl-W	RGS7-Gao	Bim-Bcl-XL	RGS4-Gao reg	Mcl1-Bid inh	RGS8-Gao reg	Bim-Bcl-B	Bim-Bfl-1	Bcl-2 Bim block
CCOC(=O)c1ccc(NC(=O)Cn2ccc([N+](=O)[O-])n2)cc1
 : 4	-2	-2	91	-6	97	-13	97	-9	-2	0
S=C(NCc1ccco1)Nc1ccccn1
 : 14	4	5	99	4	104	-48	100	-17	12	6
Cc1ccc(N(C(=O)c2cnccn2)C(C(=O)NC2CCCCC2)c2ccc(O)cc2)cc1 (centres undefined)
 : 4	-4	1	102	-3	102	7	95	0	0	-3
O=C(Nc1ccc(F)cc1)c1ccc(-n2ccnc2)nc1
 : -7	-2	-1	99	-2	98	-13	99	0	-2	-3
COc1ccc2c(CC(=O)OCC(=O)Nc3cc(C)c(C)cc3[N+](=O)[O-])coc2c1
 : 24	-1	0	106	-2	102	-23	102	-7	0	-4
CCCCNC(=O)c1ccc2c(c1)N(CC)C(=O)CS2
 : -8	-3	-4	102	-6	104	4	103	-7	-17	-12
Cc1ccc(C(c2sc3nc(C)nn3c2O)N2CCN(C(=O)c3ccco3)CC2)cc1 (centres undefined)
 : 25	-3	-4	100	-5	97	0	76	-5	0	-2
N#CC1=C(SCc2ccc(C#N)cc2)N=C(N)C(c2nc(-c3ccccc3)cs2)C12CCCCC2 (centres undefined)
 : -6	-1	0	98	-4	98	-36	99	-10	-20	-11
O=P(O)(CCc1ccccc1)C(O)c1ccccc1 (centres undefined)
 : 20	0	-2	108	-2	113	-2	106	0	0	0
O=C(Nc1ccc(Cl)cc1)N1CCCC(Cn2cccc2)C1 (centres undefined)
 : -2	x	x	u	x	99	15	98	x	x	x

# Remaining list, next part
# Order of values: Mcl1 Noxa PPI	Bim-Mcl-1	Bim-Bcl-W	RGS7-Gao	Bim-Bcl-XL	RGS4-Gao reg	Mcl1-Bid inh	RGS8-Gao reg	Bim-Bcl-B	Bim-Bfl-1	Bcl-2 Bim block
Cc1ccc(-n2c(C)c([N+](=O)[O-])c3ccc(O)c(CN(C)C)c32)cc1
 : 15	2	0	105	-4	104	-29	103	-10	-7	-8
COc1cc(C=O)ccc1OCc1ccccc1Br
 : 21	0	-2	102	-4	102	5	104	-2	0	0
Cc1cc(C)nc(/N=C2\NC(=O)CC(C(=O)O)N2c2ccc(Cl)cc2)n1 (centres undefined)
 : 22	-2	1	101	0	101	-12	104	-5	-12	-8
Cc1ccc(N(O)C(=O)OCCNC(=O)Nc2ccccc2)cc1
 : -11	-4	-2	101	-2	98	-13	100	-1	-1	0
COc1ccc(C(=O)CCN2CCCCCC2)cc1
 : 35	-5	-3	99	-3	105	29	100	-4	0	-3
Cc1ccc(S(=O)(=O)N2CCOCC2)cc1C(=O)Nc1ccccn1
 : 4	-3	0	103	-6	105	6	102	-9	-16	-7
CN(Cc1ccccc1)c1ccc2nnc(-c3ccccc3)n2n1
 : -1	-3	-1	99	-1	102	15	102	-6	-1	-1
CCOc1ncccc1C(=O)OCc1ccccc1
 : 4	-7	-1	102	-4	100	-15	102	-6	-2	-3
Cc1c(C(=O)NC(=S)Nc2ccc(N3CCOCC3)cc2)cccc1[N+](=O)[O-]
 : 10	0	1	109	0	109	-46	121	2	3	3
O=C(NNC(=O)c1c(F)cccc1F)c1ccccc1-n1cccc1
 : -3	-1	-2	u	0	98	-22	96	-3	-5	-2

# By substructure, those above containing a nitro group on carbon
# Order of values: Mcl1 Noxa PPI	Bim-Mcl-1	Bim-Bcl-W	RGS7-Gao	Bim-Bcl-XL	RGS4-Gao reg	Mcl1-Bid inh	RGS8-Gao reg	Bim-Bcl-B	Bim-Bfl-1	Bcl-2 Bim block
COc1ccc(-n2c(O)c(/C=N/NS(=O)(=O)c3cccc([N+](=O)[O-])c3)c3ccccc3c2=O)cc1OC
 : 14	2	-3	u	-2	90	-13	96	-4	-5	-2
Cc1ccc([N+](=O)[O-])c(OCCCN2CCCCCC2)c1
 : 27	0	2	99	1	97	20	98	7	-2	2
O=C(COC(=O)c1cc([N+](=O)[O-])ccc1NCc1ccccc1)NCc1ccccc1Cl
 : 20	-4	-4	98	-6	97	2	88	-5	0	-1
CCOC(=O)c1ccc(NC(=O)Cn2ccc([N+](=O)[O-])n2)cc1
 : 4	-2	-2	91	-6	97	-13	97	-9	-2	0
COc1ccc2c(CC(=O)OCC(=O)Nc3cc(C)c(C)cc3[N+](=O)[O-])coc2c1
 : 24	-1	0	106	-2	102	-23	102	-7	0	-4
Cc1ccc(-n2c(C)c([N+](=O)[O-])c3ccc(O)c(CN(C)C)c32)cc1
 : 15	2	0	105	-4	104	-29	103	-10	-7	-8
Cc1c(C(=O)NC(=S)Nc2ccc(N3CCOCC3)cc2)cccc1[N+](=O)[O-]
 : 10	0	1	109	0	109	-46	121	2	3	3

# An excerpt from above in order of the Bim-Bfl-1 value, ascending.
mol	Bim-Bfl-1
Cc1cc(C)nc(/N=C2\NC(=O)CC(C(=O)O)N2c2ccc(Cl)cc2)n1 (centres undefined)	-12
CCOc1ncccc1C(=O)OCc1ccccc1	-2
COc1ccc(C(=O)CCN2CCCCCC2)cc1	0

# Screening data: PubChem BioAssay, several laboratories

# Outcome played no part in choosing rows. Share with any hit: about 2.7%.
